Spn DPM-DC inh – S. pneumoniae DPM-DC inhibition | 0.49% of 65,000 active | calls only at 10 µM | purified DPM-DC, PK/LDH coupled NADH fluorescence;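 active = the 320 compounds with the highest percent inhibition in the single-dose primary screen, excluding strongly autofluorescent ones, cut at about 32% in these data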;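 also: kinetic rate of NADH fluorescence loss reporting ADP formed by the decarboxylase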
Bfl-1 displacement – Bfl-1 inhibitors, primary screen, biochemical, fluorescence polarization, FITC-Bid, mouse (AID 432) | displacement, % at 20 µM; hits with a dose series show IC50 in µM | FITC-Bid BH3 peptide fluorescence polarization displacement; higher % means a stronger effect | 0.02% of 64,000 active; in the data active = a potency from the dose series; inactive = the rest, 99 in 100 with displacement below about 15%; also: strong numbers were not always called active
HPDE-C7K KRASV12 – cytotoxicity in KRAS-transformed pancreatic duct cells, primary screen, cell-based, fluorescence, HTS (AID 431) | 1.7% of 63,000 active | one-dose cytotoxicity, % at 10 µM; EC50 in µM for titrated hits | HPDE-C7K KRASV12 cells, Alamar Blue viability, 48 h; higher % means a stronger effect;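 active = compounds whose percent cytotoxicity in the single-dose primary screen, scaled between solvent and toxic-drug controls, exceeds 50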;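 also: 0% = DMSO solvent wells and 100% = doxorubicin-treated wells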
Alkaline phosphatase – human TNAP enzyme inhibitors, biochemical, luminescent (AID 518). purified TNAP enzyme, luminescent substrate readout; higher % means a stronger effect. inhibition, % at 20 µM, or IC50 in µM where a hit was titrated. 0.09% of 64,000 active; in the data active = a potency from the dose series; inactive = the rest, 99 in 100 with inhibition below about 22%;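 also: plate controls were vehicle for no effect and reference inhibitor for full effect; many of its hits are not listed in these tables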
MK inhibit – inhibitors of Streptococcus pneumoniae mevalonate kinase | purified MK, PK/LDH-coupled NADH absorbance 340 nm | inhibition, % at 10 µM | 0.48% of 65,000 active | AID 555;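 active = ranked among the strongest by inhibition in the single 10 µM screen, a fixed top-ranked set picked for dose follow-up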; also: no value below 0 was filed
HPDE-C7 viability – HPDE-C7 pancreatic duct cell viability loss – fluorescence, HTS (AID 430); HPDE-C7 pancreatic duct cells viability, fluorescence; higher % means a stronger effect; cytotoxicity, % at 10 µM; hits with a dose series show EC50 in µM; 1.8% of 63,000 active;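 also: cells exposed to compound for 48 hours before viability readout; 0% = vehicle and 100% = reference cytotoxic drug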
Spn PMK inh – blocks S. pneumoniae phosphomevalonate kinase; inhibition, % at 10 µM; 0.49% of 65,000 active; AID 539; purified PMK, PK/LDH-coupled NADH absorbance 340 nm;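 active = top-ranked compounds by inhibition in the single 10 µM screen, taking a fixed number of the strongest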;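 also: 0% = full reaction with DMSO carrier and 100% = background rate without enzyme reaction; no value below 0 was filed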
LYP phosphatase – LYP phosphatase inhibitors, primary screen, biochemical, DiFMUP fluorescence, recombinant catalytic domain, 10 µM (AID 606) | recombinant LYP catalytic domain, DiFMUP fluorescence; higher % means a stronger effect | inhibition, % at 10 µM, or IC50 in µM where a hit was titrated | 52,000 tested, under 10 active;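 active = IC50 under 40 µM in the dose-response test; inactive = IC50 of 40 µM or more, or never dose-tested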
HT1080 viability – HT1080 cell viability loss – fluorescence readout (AID 620) | one-dose cytotoxicity, % at 10 µM; EC50 in µM for titrated hits | HT1080 viability, fluorescence; higher % means a stronger effect | 0.42% of 87,000 active;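 also: cells exposed to compound overnight then 4 h with Alamar Blue; 0% = vehicle DMSO and 100% = killing control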
Spn PMK inh pilot replicates – recorded beside Spn PMK inh, whose call it bears; inhibition, %; measured here: pilot screen replicates
MK inhibit pilot replicates – also measured in MK inhibit; calls as there; inhibition, %; measured here: pilot screen replicates
Spn DPM-DC inh pilot screen % – recorded beside Spn DPM-DC inh, whose call it bears; inhibition, %; measured here: pilot screen trials
* hit, by the source's call; i = inactive; . = no result given; + = active, no number. Rule as the data show it, unless noted: active = cytotoxicity above about 50%; inactive = the rest. Hits appear at their usual frequency; 3.4% or so of the library scored in one or more.

SMILES	Spn DPM-DC inh	Bfl-1 displacement	HPDE-C7K KRASV12	Alkaline phosphatase	MK inhibit	HPDE-C7 viability	Spn PMK inh	LYP phosphatase	HT1080 viability	others
CCN1CCN(c2ccc(NC(=O)Cc3ccccc3)cc2)CC1	i	-2%	-1%	3%	8	-13%	9	17%	-6%
N#CC1=C(SCC(N)=O)NC(=O)CC1c1ccccc1Cl (stereo unspecified)	i	-1%	-12%	-3%	12	-20%	7	11%	.
CC(CNC(=O)c1cncc(O)c1)NC(=O)c1cncc(O)c1 (stereo unspecified)	i	0%	-11%	1%	5	-17%	1	12%	6%
COc1ccccc1NC(=O)NCC(=O)Nc1ccc(F)c(F)c1	i	-2%	8%	6%	2	11%	20	21%	3%
O=C(c1ccco1)N1CCN(C(=O)C2CCCO2)CC1 (stereo unspecified)	i	-2%	48%	7%	11	-15%	1	3%	10%
O=C(CN1CCCC1)Nc1ccc(NC(=O)Nc2ccccc2)cc1	i	0%	2%	4%	14	-7%	5	.	-1%	Spn PMK inh pilot replicates=0.0;MK inhibit pilot replicates=0.0;Spn DPM-DC inh pilot screen %=0.0
O=C(CSc1ncn[nH]1)N1CCN(c2nnc(-c3ccccc3)c3ccccc23)CC1	i	-2%	6%	21%	8	9%	6	0%	12%
O=c1[nH]cnc2c1sc(=S)n2-c1ccccc1	i	0%	8%	4%	14	-3%	0	20%	-3%
Cc1cccc(CN2CCN(C(=O)c3ccccc3F)CC2)c1	i	-7%	-7%	-1%	3	5%	2	-11%	22%
Cc1cc(C2C(C#N)=C(N)SC(N)=C2C#N)c(C)s1	i	2%	12%	5%	5	3%	4	.	4%	Spn PMK inh pilot replicates=2.0;MK inhibit pilot replicates=0.0;Spn DPM-DC inh pilot screen %=1.0
CS(=O)(=O)Nc1ccc(C(=O)Nc2ccccc2C(=O)N2CCCC2)cc1	i	2%	-16%	0%	10	-20%	6	1%	-5%
COc1cccc(NC2=NC3(CCCCC3)N=C(N)N2)c1	i	-7%	-1%	3%	2	3%	2	9%	6%
COC(=O)CSc1nc(N2CCCCC2)c2c(c1C#N)CCCC2	i	-2%	0%	6%	0	-10%	0	18%	0%
O=C(c1ccc(C(=O)N2CCN(c3ccccc3F)CC2)nc1)N1CCN(c2ccccc2F)CC1	i	-4%	-12%	3%	6	-22%	3	.	8%
c1ccc(Nc2cc(-c3ccccc3)nc3ncnn23)cc1	i	-1%	0%	-4%	5	3%	12	0%	18%
CCOC(=O)c1cc2c(ccn2C)n1Cc1ccccc1C	i	-2%	7%	8%	3	1%	10	.	-19%
O=C(NCCCN1CCCC1=O)c1ccc2c(c1)NC(=O)C(N1CCOCC1)S2 (stereo unspecified)	i	-4%	-1%	16%	11	-5%	9	-7%	7%	Spn PMK inh pilot replicates=3.5;MK inhibit pilot replicates=0.0;Spn DPM-DC inh pilot screen %=3.0
CCOc1cc2[nH]c(=O)n(CCc3ccc(OC)c(OC)c3)c(=O)c2cc1OCC	i	-10%	-21%	0%	3	-13%	7	6%	6%
COC(=O)CSc1nc2sc(C)c(C)c2c(=O)n1C	i	-7%	-20%	8%	5	-13%	9	-12%	-9%
CC(=O)Oc1c2occc2cc2ccc(=O)oc12	i	3%	6%	1%	4	0%	11	8%	-4%
Cn1c(=O)c2c(nc(NCCCO)n2Cc2cccc(C(F)(F)F)c2)n(C)c1=O	i	0%	-16%	11%	0	-2%	9	.	5%
O=C(Nc1nnc(SCC(=O)N2CCCCC2)s1)c1cccs1	i	-2%	-14%	6%	13	-24%	22	.	-6%
COC(=O)c1nnn(CC(=O)Nc2cccc(Cl)c2C)c1C(=O)OC	i	-8%	-4%	6%	0	-10%	18	2%	.
Cc1cccc(N(C)C(=O)c2cc3cc4ccc(C)cc4nc3o2)c1	i	-1%	27%	10%	4	21%	9	12%	46%	Spn PMK inh pilot replicates=2.5;MK inhibit pilot replicates=0.0;Spn DPM-DC inh pilot screen %=5.0
CCOC(=O)CNC(=O)CN1C(=O)CCS(=O)(=O)c2ccccc21	i	0%	-10%	3%	5	-20%	0	7%	0%
O=C(NCN1CCN(c2ccccn2)CC1)c1cnccn1	i	0%	-21%	8%	7	-8%	10	2%	1%
CCN(CC)S(=O)(=O)c1ccc(OCC(=O)NCc2ccccc2)cc1	i	1%	8%	9%	0	-2%	5	1%	6%
Cc1ccc2oc(-c3ccc(NC(=O)c4ccc5c(c4)OCO5)cc3)nc2c1	.	0%	85%*	4%	0	71%*	4	6%	-6%
COc1ccc(S(=O)(=O)Nc2nnc(C(C)C)s2)cc1	i	-5%	-10%	12%	3	4%	3	15%	-4%
CCOc1ccc(N(CC(=O)NC2CCCC(C)C2C)S(=O)(=O)c2c(C)noc2C)cc1 (stereo unspecified)	+	1%	4%	15%	8	0%	9	-7%	14%	Spn PMK inh pilot replicates=1.5;MK inhibit pilot replicates=5.0;Spn DPM-DC inh pilot screen %=19*
Cc1nc(N)sc1-c1nnc(SCC(=O)Nc2nccs2)n1C	i	0%	-3%	8%	8	5%	8	-3%	7%
O=C1CSC(c2cn(-c3ccccc3)nc2-c2cccs2)N1CC1CCCO1 (stereo unspecified)	i	-9%	4%	14%	0	-2%	9	.	-2%	Spn PMK inh pilot replicates=4.5;MK inhibit pilot replicates=1.0;Spn DPM-DC inh pilot screen %=0.0
COc1ccc(OC)c(-n2nnnc2SCC(=O)Nc2ccc(C(=O)N3CCCCC3)cc2)c1	i	0%	.	8%	0	.	0	0%	-12%
CSC1=NCCN1C(=O)C(C)Oc1ccccc1 (stereo unspecified)	i	-5%	-15%	-3%	9	-34%	2	-11%	-4%
Cc1nc(N2CCN(Cc3ccccc3)CC2)c(C#N)c2c1COC(C)(C)C2	i	6%	5%	8%	17	-9%	1	0%	-12%
COc1ccc(-c2nc(C#N)c(NCCc3ccccc3)o2)cc1	.	.	.	.	9	.	12	-2%	-1%
O=C(c1ccc(N2C(=O)C3CC=C(Cl)CC3C2=O)cc1)N1CCCCC1 (stereo unspecified)	i	-5%	12%	9%	0	1%	11	8%	-1%
Cc1ccc(N2C(=O)C3C(C2=O)C2C=CC3C23CC3)cc1 (stereo unspecified)	i	2%	-6%	-2%	10	0%	0	8%	-2%
CC(c1nnc(SCC(=O)Nc2sccc2C#N)n1-c1ccc(Cl)cc1)N(C)C (stereo unspecified)	i	-3%	-7%	9%	0	-32%	11	.	.	Spn PMK inh pilot replicates=0.0;MK inhibit pilot replicates=3.0;Spn DPM-DC inh pilot screen %=0.0
O=C(c1cc2sccc2n1Cc1ccccc1)N1CCc2ccccc21	i	-8%	9%	6%	0	9%	6	14%	-5%
Cc1cc(C)n2nc(SCC(=O)N(C)Cc3ccccc3)nc2n1	i	-7%	-1%	15%	4	-12%	0	3%	1%	Spn PMK inh pilot replicates=6.5;MK inhibit pilot replicates=4.0;Spn DPM-DC inh pilot screen %=2.5
CCN(CC)c1ccc(NC(=O)c2ccco2)cc1	i	0%	2%	0%	7	11%	6	5%	-3%
CCCn1c(SCC(=O)NCC2CCCO2)nc2c1c(=O)n(C)c(=O)n2C (stereo unspecified)	i	-2%	3%	1%	0	3%	13	6%	4%
NC(=O)C1CCN(c2nc(C3CC3)nc3c2nnn3Cc2ccccc2Cl)CC1	i	-3%	-3%	12%	8	-11%	0	8%	4%
COc1ccc(S(=O)(=O)NCc2csc(C)n2)cc1	i	-4%	-10%	5%	0	-27%	9	6%	-3%

6 entries picked at random from those above:
SMILES	Spn DPM-DC inh	Bfl-1 displacement	HPDE-C7K KRASV12	Alkaline phosphatase	MK inhibit	HPDE-C7 viability	Spn PMK inh	LYP phosphatase	HT1080 viability	others
CSC1=NCCN1C(=O)C(C)Oc1ccccc1 (stereo unspecified)	i	-5%	-15%	-3%	9	-34%	2	-11%	-4%
COc1ccc(-c2nc(C#N)c(NCCc3ccccc3)o2)cc1	.	.	.	.	9	.	12	-2%	-1%
O=C(c1ccc(N2C(=O)C3CC=C(Cl)CC3C2=O)cc1)N1CCCCC1 (stereo unspecified)	i	-5%	12%	9%	0	1%	11	8%	-1%
NC(=O)C1CCN(c2nc(C3CC3)nc3c2nnn3Cc2ccccc2Cl)CC1	i	-3%	-3%	12%	8	-11%	0	8%	4%
COc1ccc(OC)c(-n2nnnc2SCC(=O)Nc2ccc(C(=O)N3CCCCC3)cc2)c1	i	0%	.	8%	0	.	0	0%	-12%
Cc1cc(C)n2nc(SCC(=O)N(C)Cc3ccccc3)nc2n1	i	-7%	-1%	15%	4	-12%	0	3%	1%	Spn PMK inh pilot replicates=6.5;MK inhibit pilot replicates=4.0;Spn DPM-DC inh pilot screen %=2.5

(next part)
SMILES	Spn DPM-DC inh	Bfl-1 displacement	HPDE-C7K KRASV12	Alkaline phosphatase	MK inhibit	HPDE-C7 viability	Spn PMK inh	LYP phosphatase	HT1080 viability	others
Cn1nnnc1NCc1c(F)cccc1Cl	i	-10%	-4%	6%	2	2%	11	-2%	-3%
COc1cc(CNC2CCCC2)cc(OC)c1	i	-6%	2%	9%	41*	7%	0	6%	-2%
COc1ccc(-c2ccc(=O)n(CC(=O)NCc3ccco3)n2)cc1	i	-4%	-4%	9%	3	-12%	5	.	-8%
COc1ccc(F)cc1S(=O)(=O)NC1CCCCCC1	i	0%	13%	4%	4	6%	1	12%	-3%
CCOC(=O)N1CCC(NS(=O)(=O)c2cc3c(cc2C)NC(=O)CO3)CC1	i	5%	-5%	7%	7	-20%	13	-2%	-2%
CCn1c(-c2cccc(Br)c2)n[nH]c1=S	i	1%	1%	12%	8	0%	1	7%	2%
COc1ccccc1N1CCN(C(=O)c2ccc(N3CCCC3=O)cc2)CC1	i	-5%	-10%	11%	0	-9%	18	6%	16%
CSc1cccc(NC(=O)c2nnn(Cc3ccccc3)c2N)c1	i	-6%	-16%	16%	1	-8%	1	.	1%
O=C(CSc1nc2c([nH]c3ccccc32)c(=O)n1-c1ccccc1)N1CCOCC1	i	-11%	6%	3%	0	-3%	7	5%	-5%
CCOC(=O)c1sc(-c2ccccc2)cc1NC(=O)CSc1nnnn1C	i	-6%	-2%	11%	3	5%	16	12%	-2%
COCCn1c(CN(Cc2ccccc2)Cc2ccccc2)nc2c1c(=O)n(C)c(=O)n2C	i	-10%	5%	16%	2	-14%	0	-4%	-3%	Spn PMK inh pilot replicates=1.0;MK inhibit pilot replicates=1.0;Spn DPM-DC inh pilot screen %=0.5
Cc1ccc(CN2C(=O)/C(=C3\SC(N4CCOCC4)=NC3=O)c3cc(Br)ccc32)cc1	i	-1%	28%	12%	6	46%	3	-7%	2%
O=P(CO)(Cc1ccccc1)Cc1ccccc1	i	-2%	-2%	6%	0	-2%	0	-9%	-4%
CCOc1ccc(S(=O)(=O)N(CC(=O)Nc2cc(C)on2)Cc2ccccc2Cl)cc1	i	1%	25%	6%	1	26%	15	-5%	1%
NC(=NC(=O)c1ccccc1)C1=C(O)CCC1=O	i	10%	-3%	8%	9	-5%	6	10%	-7%
CCOC(=O)c1ccccc1NC(=O)CN(c1ccccc1OC)S(C)(=O)=O	i	-3%	-1%	8%	12	-4%	5	-3%	1%
CC(CCc1ccccc1)NC(=O)c1cccnc1 (stereo unspecified)	i	-1%	-18%	3%	8	-3%	0	-15%	4%

Screens as filed in PubChem BioAssay.
